XiGFP reactiv – reactivates the inactive X chromosome in mouse fibroblasts | XiGFP mouse fibroblasts, % GFP-positive cells imaging, 3 d; cells co-treated with 5-aza-dC sensitizer; scaled so ellipticine positive control = 100% | activation, % at 7.58 µM | 0.055% of 360,000 active;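 active = mean normalized replicate activation at least 10% and every replicate at or above 10%; inconclusive = only one of the two criteria met; inactive = mean below 10% and not all replicates reach 10%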;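 also: 0% = median of on-plate neutral control wells and 100% = ellipticine 6 µM median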
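System: 68-5-11 XiGFP fibroblast line | Buffer or medium: DMEM containing 5-aza-dC | Compound: Single point | Times: Compounds 3 days, fix/stain 15 min at room temperature | Benchmarks: Positive control ellipticine, 6 µM final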
ARNT TACC3 PPI – disruptors of human ARNT/TACC3 interaction; 0.66% of 390,000 active; AlphaScreen His-ARNT PAS-B/GST-TACC3 binding, luminescence; TACC3 fragment carries E629A point mutation; inhibition, % at 9.99 µM; AID 623870; Q9Y6A5;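 active = mean inhibition of replicates at least 50% and at least half of replicates each reaching 50%; inconclusive = half or more replicates reach 50% but mean below 50%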;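 also: 0% = complete ARNT plus TACC3 wells and 100% = ARNT alone without TACC3; many hits fall short of the cut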
DENV2 CPE rescue – DENV2-induced cell death inhibition. 1.7% of 350,000 active. AID 651640. CPE inhibition, % at 9.99 µM. DENV2-infected cells, cytopathic effect rescue, plate reader; in the data active = CPE inhibition above about 20%, passing the limit was not always enough; inconclusive = no clear call, values can overlap the other calls; tested in BHK-21 cells;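 also: 0% = median of neutral control wells and 100% = median of positive control wells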
PAX8 reporter – lowers PAX8-driven luciferase in RMG-I cells. RMG-I TPO-luciferase reporter, SteadyGlo, 24 h. inhibition, % at 12.6 µM. 1.2% of 360,000 active. AID 652154;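 active = mean replicate inhibition at least 60% with every replicate also reaching 60%; inconclusive = only one of the two criteria is met; inactive = mean below 60% and not all replicates reaching 60%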;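 also: luciferase light reporting Pax8 driven TPO promoter activity; plate controls were median of neutral control wells for no effect and mitoxantrone controls for full effect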
CFTR F508del cor – correctors of CFTR F508del function in bronchial epithelial cells | activity (quench increase), % at 7.58 µM | 0.36% of 350,000 active | CFBE cells, YFP halide quenching; stimulated with forskolin plus potentiator P3; % fluorescence drop versus neutral controls;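 active = mean added fluorescence quench of at least 8% versus neutral control, with both replicates also reaching 8%; inconclusive = only one of the mean or replicate conditions met; inactive = mean below 8% and not both replicates reaching 8%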;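 also: cells transiently co-express mutant CFTR-F508del with the halide-sensitive YFP; corrector assay measuring rescue of mutant channel to the surface after 24 h compound exposure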
INS-1E GSIS act – primary screen for activators of insulin secretion dependent on glucose, INS-1E cells, GLuc reporter luminescence; INS-1E GLuc reporter insulin secretion, 2-3 h; activation, % at 16.6 µM; 0.61% of 370,000 active; AID 743287;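 active = lowest replicate activation of at least 40%, so every replicate reaches that level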;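 also: 0% = median of neutral control wells and 100% = median of IBMX positive control wells; some compounds called inactive have numbers as strong as hits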
ERp5 inh – ERp5 (human) disulfide isomerase inhibition. Q15084. ERp5 insulin aggregation, absorbance 650 nm, 90 min. inhibition, % at 9.99 µM. 0.05% of 350,000 active;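 active = mean replicate inhibition above about 25%, with every replicate also reaching it, limit read from the data, passing the limit was not always enough; inconclusive = only one of those two criteria met; inactive = neither criterion met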
Target sequence (Q15084 whole entry, looked up): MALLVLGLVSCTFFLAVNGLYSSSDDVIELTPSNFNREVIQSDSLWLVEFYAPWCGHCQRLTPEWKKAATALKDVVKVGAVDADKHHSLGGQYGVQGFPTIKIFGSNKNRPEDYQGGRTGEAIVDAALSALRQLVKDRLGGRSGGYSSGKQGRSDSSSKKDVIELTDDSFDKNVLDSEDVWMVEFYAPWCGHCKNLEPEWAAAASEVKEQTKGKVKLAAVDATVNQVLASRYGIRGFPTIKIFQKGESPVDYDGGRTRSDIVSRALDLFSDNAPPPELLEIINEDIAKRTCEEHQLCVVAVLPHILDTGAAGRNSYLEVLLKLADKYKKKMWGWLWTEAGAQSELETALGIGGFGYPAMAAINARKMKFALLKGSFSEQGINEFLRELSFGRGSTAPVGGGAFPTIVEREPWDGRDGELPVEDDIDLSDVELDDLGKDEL
EWS-Fli inh – EWS/Fli transcriptional activity inhibition. A673 NR0B1-luciferase reporter, viability-normalised. inhibition, % at 12.6 µM. 0.67% of 350,000 active;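 active = mean inhibition of at least 50% after viability correction, with every replicate also passing that limit; inconclusive = mean reaches 50% but only one of two replicates passes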;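 also: firefly luciferase signal divided by Alamar Blue viability fluorescence both relative to DMSO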
Starred values were filed as active, the others as inactive; ? = inconclusive; nt = not tested or not shown; & = joins results of further samples.

Every second line gives: XiGFP reactiv	ARNT TACC3 PPI	DENV2 CPE rescue	PAX8 reporter	CFTR F508del cor	INS-1E GSIS act	ERp5 inh	EWS-Fli inh
1: COC1CC(NC(C)=O)C(OC(=O)c2ccccc2)C(CBr)O1 (stereo not drawn)
→ 0.1	nt	-6	-5	3.0	-1	2	12
2: C[C@@H]1CN([C@H](C)CO)C(=O)c2cccc(NC(=O)Nc3ccccc3)c2O[C@H]1CN(C)S(=O)(=O)c1ccccc1
→ 0.0	0	-5	-25	0.9	24	1	-5
3: C[C@H]1CN([C@@H](C)CO)C(=O)c2cc(Br)cnc2O[C@H]1CN(C)C(=O)c1cnccn1
→ 0.1&1.9	9	?	-3	-0.4&-3.6	18&6	-7&-7	-3&2
4: COc1ccc(C2/C=C\CN(C(=O)OCc3ccccc3)CC(=O)N2Cc2ccc(F)cc2)cc1 (stereo not drawn)
→ -0.1	-1	0	-7	1.9	-3	-2	4
5: CC(=O)Nc1cccc(C(=O)/C=C/c2ccc(F)cc2)c1
→ 0.0	nt	nt	35	1.5	-17	4	37
6: Cc1ccccc1CCN1CCCC(CN(C)C(=O)c2ccc3ncccc3c2)C1 (stereo not drawn)
→ 0.0	6	1	-13	4.7	-3	0	5
7: Cc1noc(C)c1NC(=O)N(C)C[C@@H]1OCCCC[C@@H](C)Oc2ccc(NC(=O)NC(C)C)cc2C(=O)N([C@H](C)CO)C[C@@H]1C
→ 0.0	11	-1	-24	0.2	12	12	-27
8: O=C(NCCS(=O)(=O)N1CCN(c2ccccc2)CC1)c1ccccc1F
→ 0.2	5	8	22	-1.1	19	9	5
9: FC(F)(F)c1ccc(-c2nnc(-c3cccnc3)o2)cc1
→ 0.2	-8	-4	18	-1.7	-1	-1	-26
10: Cc1cc(C)cc(N(CCC#N)C(=O)COC(=O)c2nc3nc(C)cc(C)n3n2)c1
→ 0.1	-25	-9	3	2.7	30	0	1
11: CC(Oc1ccccc1F)C(=O)NNC(=O)c1cccc(S(=O)(=O)N2CCN(C)CC2)c1 (stereo not drawn)
→ 0.0	-6	-9	10	0.9	0	0	-6
12: C[C@H](CO)N1C[C@H](C)[C@@H](CN(C)Cc2cccnc2)Oc2cc(C#C[C@@H](C)O)ccc2S1(=O)=O
→ 0.0	-4	-6	nt	-1.1	4	0	8
13: C[C@@H]1CN([C@@H](C)CO)C(=O)c2cccc(NS(C)(=O)=O)c2O[C@H]1CN(C)CC1CC1
→ -0.5	-6	-6	2	-0.8	8	-4	-7
14: COc1ccc(N(CC(=O)NC(C)c2ccccc2)S(=O)(=O)c2c(C)noc2C)cc1 (stereo not drawn)
→ 0.1	-5	4	1	-0.2	-5	2	nt
15: COC(=O)c1ccc(C)c(NC(=O)CCCN2C(=O)NC(C)(C)C2=O)c1
→ -0.1	-2	-13	-1	-1.6	nt	-6	1
16: CCc1nc2ccc(C(=O)NCCCn3ccnc3)cn2c1N(C)Cc1cccs1
→ 0.0	nt	?	-2	2.7	25	0	2
17: c1ccc(NNC2=NCCCCC2)cc1
→ 0.2	-18	-1	-1	-2.1	9	0	13
18: CC1CN(Cc2ccccc2Cl)CC(C)O1 (stereo not drawn)
→ nt	1	17	nt	1.5	17	5	-7
19: C/C(N)=C(/C#N)C(=O)CSc1nnc(COc2ccccc2Cl)o1
→ 0.2	-4&-5	2	-11&0	1.8	2	4	-4
20: COc1ccc(C2CCCN2C(=S)Nc2c(C)cccc2C)cc1OC (stereo not drawn)
→ -0.1	0	5	18	-2.2	nt	1	10
21: COc1ccc(C(=O)O/N=C(\N)c2ccccc2Cl)cc1OC
→ -0.1	-4	3	-70	3.9	17	1	22
22: Cc1nnsc1C(=O)NNc1ccc(Cl)cc1
→ 0.0	-13	6	-11	0.0	17	-1	2
23: COc1ccc(CC2(CO)CCN(Cc3cccn3-c3ccccn3)CC2)cc1
→ 0.1	4	5	-6	-4.6	11	-5	4
24: COc1ccccc1N(CC(=O)NCc1ccccc1)S(=O)(=O)c1cccs1
→ 0.0	nt	14	-13	-2.4	-26	-2	17
25: COc1ccc(S(=O)(=O)N2CC[C@@H]3[C@@H](CO)N(C)c4ccc(-c5ccc(F)cc5)cc4[C@@H]32)cc1
→ -0.1	19	-18	66*	12*	-15	6	42
26: O=C(OCCCCOC(=O)c1ccccc1)c1ccccc1
→ -0.1	-4	-6	22	1.5	-17	2	-5
27: C#CCOCCOCCOCCNc1nc(N2CCN(C(=O)C(Cc3cc4ccccc4[nH]3)n3cc(C(N)Cc4ccc(O)cc4)nn3)CC2)nc(N2CCN(C(=O)C(CCC(=O)O)n3cc(C(N)C(C)CC)nn3)CC2)n1 (stereo not drawn)
→ -0.2	-7	4	-6	0.5	-6	11	7
28: Cn1c(=O)c2c(ncn2CC(=O)OCCCC(=O)c2ccc(Br)cc2)n(C)c1=O
→ 0.0	-1	3	19	nt	nt	3	12
29: Cc1cccc(C(=O)NCC(c2ccc(F)cc2)N2CCOCC2)c1 (stereo not drawn)
→ 0.2	8	0	-9	-3.0	6	1	11
30: COC(=O)c1sccc1N/N=C/c1cccc(Oc2ccccc2)c1
→ -0.1	5	-7	-76	1.8	3	2	-44
31: COc1ccccc1-c1cc(C(F)(F)F)c(C#N)c(=O)[nH]1
→ 0.5	-4	8	3	-2.5	-8	3	2
32: COc1ccc(-c2nc(SCC(=O)NC3CCCC3)c(-c3ccc(OC)cc3)[nH]2)cc1
→ 0.1	19	-3	22	0.9	-15	-3	0
33: CCOC(=O)N1CCN(C(=O)COC(=O)c2cc(Cl)c(O)c(Cl)c2)CC1
→ 0.2	-3	-3	7	-0.2	10	9	3
34: COc1ccc(CNC(=O)N2CCc3ccccc3C2)cc1Cl
→ 0.1	-1	1	13	0.8	1	3	-8
35: C[C@H]1CN([C@@H](C)CO)C(=O)Cc2cc(NC(=O)CCCCCC(=O)Nc3ccccc3N)ccc2O[C@@H]1CN(C)S(=O)(=O)c1cn(C)cn1
→ -1.1	nt	1	-1	-3.1	7	14	nt
36: O=C(CCCn1c(=S)[nH]c2cc3c(cc2c1=O)OCO3)NCc1ccco1
→ 0.0	-3	-4	-13	-1.7	17	0	6
37: C[C@H]1CN([C@@H](C)CO)C(=O)Cc2cc(NC(=O)C3CC3)ccc2O[C@@H]1CN(C)C(=O)Nc1ccc(F)cc1
→ -0.8	4	3	nt	-1.3	1	-2	-3
38: O=C(N/N=C\c1ccccc1OCc1ccccc1)c1ccco1
→ 0.0	nt	4	21	0.8	-20	8	4
39: CN1CCN(C(=O)c2cc3c(c(-c4cccc(C#CC(C)(C)O)c4)n2)[C@@H](CCO)N(S(=O)C(C)(C)C)C3)CC1 (stereo partly drawn)
→ 0.0	nt	-1	10	-0.1	-18	1	-3
40: CO[C@@H]1CN(C)C(=O)c2ccc(NC(=O)NC3CCCCC3)cc2OC[C@@H](C)N(C(=O)NC2CCCCC2)C[C@H]1C
→ 0.2	-2	3	nt	-1.8	-4	3	0
41: COc1ccc(C)cc1Nc1cc(C)nc2ncnn12
→ 0.1	nt	-1	-2	1.5	5	2	11
42: COC(=O)C[C@H]1CC[C@H](NC(=O)Nc2ccc(C(F)(F)F)cc2)[C@H](CO)O1
→ 0.3	0	5	-4	-1.8	9	-4	1
43: CCOc1ccc(C(=O)NNC(=O)CCNC(=O)c2ccc(Br)cc2)cc1OC
→ 0.0	-4	-10	10	21*	4	-14	2
44: C=CCN(C1CCCCC1)S(=O)(=O)c1ccc2c(c1)oc(=O)n2C
→ 0.4	nt	-1	5	0.2	-5	-1	4
45: COc1ccccc1CN1CC(C(=O)N(C)Cc2ccc(C)o2)CCC1=O (stereo not drawn)
→ 0.1	0	-2	-7	-0.2	1	-6	nt
46: Cc1ccc(C(=O)c2ccccc2C(=O)O)cc1C
→ 0.1	3	-2	13	1.6	9	5	-1
47: Cc1noc(C)c1NC(=O)N[C@@H]1CC[C@H](CC(=O)NCCCN(C)C)O[C@@H]1CO
→ -0.1	14	6	-13	2.2	14	-1	0
48: CC1(C)C(=O)Nc2ccccc2N1C(=O)COC(=O)COc1ccc(C#N)cc1
→ 0.1	nt	6	-4	0.1	5	-9	-12
49: Cc1cc(=O)oc2c3c(cc(OCC(=O)N[C@H](C(=O)O)c4ccccc4)c12)OC(C)(C)CC3
→ nt	11	6	nt	-0.9	13	0	2
50: CC(C)C(=O)NC(c1cccc([N+](=O)[O-])c1)c1c(O)ccc2ccccc12 (stereo not drawn)
→ 0.0	-5	3	-21	2.8	0	0	-24
51: CO[C@H]1CN(C)C(=O)c2cc(NC(=O)C3CCOCC3)ccc2OC[C@@H](C)N(Cc2cccnc2)C[C@@H]1C
→ 0.2	-4	-2	-6	3.0	-10	3	1
52: CCc1ccc(C(=O)COC(=O)c2ccco2)cc1
→ 0.0	-7	11	-79	2.3	4	-4	3
53: O=C1NC(c2ccccc2OC(F)F)Oc2ccccc21 (stereo not drawn)
→ 0.9	4	0	-16	-1.7	25	1	3

Single records, as listed above. Screens in order: XiGFP reactiv	ARNT TACC3 PPI	DENV2 CPE rescue	PAX8 reporter	CFTR F508del cor	INS-1E GSIS act	ERp5 inh	EWS-Fli inh
Listed for CO[C@H]1CN(C)C(=O)c2cc(NC(=O)C3CCOCC3)ccc2OC[C@@H](C)N(Cc2cccnc2)C[C@@H]1C = 0.2	-4	-2	-6	3.0	-10	3	1
Listed for O=C1NC(c2ccccc2OC(F)F)Oc2ccccc21 (stereo not drawn) = 0.9	4	0	-16	-1.7	25	1	3

Sorted by value in INS-1E GSIS act (highest first): 5 from the list above.
item | SMILES | INS-1E GSIS act
46 | Cc1ccc(C(=O)c2ccccc2C(=O)O)cc1C | 9
30 | COC(=O)c1sccc1N/N=C/c1cccc(Oc2ccccc2)c1 | 3
4 | COc1ccc(C2/C=C\CN(C(=O)OCc3ccccc3)CC(=O)N2Cc2ccc(F)cc2)cc1 (stereo not drawn) | -3
27 | C#CCOCCOCCOCCNc1nc(N2CCN(C(=O)C(Cc3cc4ccccc4[nH]3)n3cc(C(N)Cc4ccc(O)cc4)nn3)CC2)nc(N2CCN(C(=O)C(CCC(=O)O)n3cc(C(N)C(C)CC)nn3)CC2)n1 (stereo not drawn) | -6
38 | O=C(N/N=C\c1ccccc1OCc1ccccc1)c1ccco1 | -20

From PubChem
